TbPYK inhibitor = blocks Trypanosoma brucei pyruvate kinase. Q57TT1. TbPYK enzyme, Kinase-Glo Plus ATP luminescence, 45 min. Potency, µM (series often up to 76.8 µM), for the others: top-dose activity, negative = inhibition, actives largely listed as inhibitors. actives 0.12% (n = 410,000). AID 624173; also: potency is read from the fitted curve at half-maximal effect; % is scaled to controls: 0 for no effect and ±100 for the full control effect; nearly all actives have a fitted effect of over 50% in size
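Assay buffer: 50 mM TEA pH 7.2, 100 mM KCl, 10 mM MgCl2, 0.05% BSA, 0.01% Tween-20. Pyruvate kinase from T. brucei plus substrate met compound, then ADP (130 uM final). Luminescence was read post 45 min RT.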
AMA1 RON2 block = AMA1-RON2 (P. falciparum) interaction inhibition; AlphaScreen AMA1-biotinylated RON2 peptide binding; Potency, µM (top dose mostly 58.2 µM), without a hit: at the top dose activity change, negative = inhibition, actives largely listed as inhibitors; actives 0.2% (n = 360,000);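 also: potency is read from the fitted curve at half-maximal effect; 0% = vehicle wells and -100% = peptide control; nearly all actives have a fitted effect of over 45% in size; some results filed as inactive show a strong effect at the top dose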
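AMA1 (3D7) with his tag at 25 nM final met compounds first, then biotinylated RON2 peptide at 25 nM; detection used donor plus acceptor beads, 10 µg/mL apiece, read by AlphaScreen after 30 min at room temperature.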
Shiga toxin inh = blocks Shiga toxin action in Vero cells. actives 9.2% (n = 290,000). Vero cells, Shiga toxin protein synthesis inhibition reporter. inhibition, % at 38.7 µM; in the data active = inhibition mostly above about 28%, no sharp cut-off; inactive = mostly below about 43%; also: 0% is about no effect
Pf growth 96h = inhibits malaria parasite growth, 96 h; P. falciparum luciferase reporter growth, 96 h; Potency, µM (doses to about 28.7 µM), for inactives: at the highest dose activity change, negative = inhibition, most hits filed as inhibitors; actives 6.9% (n = 320,000); AID 504834; also: potency is read from the fitted curve at half-maximal effect; % is scaled to controls: 0 for no effect and ±100 for the full control effect
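Two-generation exposure (96 h) targets delayed-death phenotype. Reporter parasites carrying integrated firefly luciferase, in red cells at 2% hematocrit and 0.05% parasitemia final, kept at 37 C, 5% CO2; luminescence loss indicates inhibition.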
Pf growth 48h = inhibits P. falciparum growth in the first generation, 48 h; P. falciparum luciferase growth in erythrocytes, 48 h; actives 5.9% (n = 310,000); Potency, µM (titrated, usually from 28.7 µM), without a hit: at the highest dose activity change, negative = inhibition, hits mostly inhibitors; AID 504832; also: potency is read from the fitted curve at half-maximal effect; % is scaled to controls: 0 for no effect and ±100 for the full control effect
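Luciferase-expressing P. falciparum in infected erythrocytes (2% hematocrit, 0.1% parasitemia final) in RPMI 1640/0.5% Albumax were exposed to compound for 48 hours at 37 C, 5% CO2; growth read as luminescence.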
LmPK inhibitor = inhibitors of Leishmania mexicana pyruvate kinase | purified LmPK, Kinase-Glo ATP luminescence, 1 h | Potency, µM (doses to about 57.5 µM), for inactives: at the highest dose activity change, negative = inhibition, most hits filed as inhibitors | actives 0.37% (n = 290,000) | AID 1721; also: potency is read from the fitted curve at half-maximal effect; % is scaled to controls: 0 for no effect and ±100 for the full control effect
Target sequence (Q27686 whole entry, looked up): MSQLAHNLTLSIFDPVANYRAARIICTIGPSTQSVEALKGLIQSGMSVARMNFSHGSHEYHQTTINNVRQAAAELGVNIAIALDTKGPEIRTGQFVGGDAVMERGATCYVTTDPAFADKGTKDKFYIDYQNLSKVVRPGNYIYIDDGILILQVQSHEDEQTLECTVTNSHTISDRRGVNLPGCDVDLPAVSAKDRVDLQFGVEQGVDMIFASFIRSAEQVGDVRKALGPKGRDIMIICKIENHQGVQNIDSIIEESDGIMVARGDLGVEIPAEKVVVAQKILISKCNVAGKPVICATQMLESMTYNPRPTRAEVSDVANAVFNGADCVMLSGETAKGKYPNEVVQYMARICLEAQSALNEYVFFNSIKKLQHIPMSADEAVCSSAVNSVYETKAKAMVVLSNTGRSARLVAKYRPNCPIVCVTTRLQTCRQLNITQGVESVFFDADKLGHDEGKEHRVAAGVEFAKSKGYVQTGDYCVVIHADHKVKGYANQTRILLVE
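In 50 mM imidazole pH 7.2 with 7 mM MgCl2, LmPK (0.1 nM) turned over PEP (0.5 mM) and ADP (0.1 mM) for 1 h at room temperature. Luciferase read-out of ATP.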
Cycloheximide cs = affects cycloheximide protein synthesis inhibition readout, counter-screen; cell reporter, cycloheximide protein synthesis inhibition counterscreen; actives 12% (n = 300,000); max response, %; in the data active = max response mostly above about 13%, no sharp cut-off; inactive = mostly below about 14%; also: read at 38.3 µM for the half of the compounds with a filed dose; 0% is about no effect
* hit, by the source's call; u = inconclusive; x = not tested or not shown; [ ] = remark or other dose. Unless noted, calls follow the shape of the dose curve; as a rule, active = well fitted curve in the direction sought with a large enough effect; inconclusive = small, poorly fitted or top-dose-only effect, or another doubt; inactive = no such curve, though single readings can be large; an effect the other way counts as inactive or inconclusive.

Screens in order – AMA1 RON2 block	Cycloheximide cs	LmPK inhibitor	Pf growth 96h	Shiga toxin inh	TbPYK inhibitor	Pf growth 48h
Cc1cc(C)cc(C(=O)N2CCN=C2c2ccccc2)c1
→ 0%	5	4%	u	4	-2%	2%
CCOc1ccccc1/C=C/c1cc(C(=O)O)c2ccccc2n1
→ -7%	2	2%	12%	-6	-11%	26%
CCOC(=O)c1c(NC(=O)c2cccs2)sc2c1CCCC2
→ -13%	-3	2%	x	-9	-7%	0%
O=C(NCc1cccnc1)c1ccccc1[N+](=O)[O-]
→ 6%	-2	-6%	u	-1	-11%	1%
CN(C)c1ccc(CN(C(=O)COc2ccccc2)C2CCS(=O)(=O)C2)cc1 (centres undefined)
→ u	15	12%	x	17	-7%	-3%
CC(C)CCn1c(Cl)nc2c1c(=O)n(C)c(=O)n2C
→ 6%	-2	1%	-18%	10	0%	-1%
COc1ccc(S(=O)(=O)N2CCCCC2)cc1NC(=O)c1ccc(OC)c(OC)c1
→ 5%	x	x	u	x	4%	u
O=C(COC(=O)Cc1cccc(C(F)(F)F)c1)Nc1cccc2ccccc12
→ 15%	-3	-1%	0%	-9	3%	15%
CN(C)c1ccc(C(C(=O)NCC2CCCO2)N(Cc2ccccc2)C(=O)c2snc(C(N)=O)c2N)cc1 (centres undefined)
→ -19%	1	2%	0%	3	-11%	u
CCCCn1c(=O)[nH]c2c(oc3ccccc32)c1=O
→ 13%	4	-3%	6%	1	6%	x
Cc1ccc(/C=N/n2c(=O)c(C(C)(C)C)nn3cnnc23)cc1
→ 0%	-1	-2%	-6%	15	2%	-9%
Cc1ccccc1OCc1nnc(SCC(=O)NC2CCCCC2)o1
→ 3%	-3	1%	-7%	-7	-13%	5%
COc1ccc2cc(C(=O)N3CCC(Cc4ccccc4)CC3)[nH]c2c1
→ -8%	17	-2%	27%	28	-1%	24%
CCc1ccccc1Nc1nc(N)nc(CSc2nnnn2C)n1
→ 11%	10	-2%	8%	18	4%	21%
CC(=O)c1cccc(Nc2nc(-c3ccccc3)nc3ccccc23)c1
→ 7%	-1	-1%	-16%	-11	-5%	u
CC(=O)CSc1nnc(-c2ccc3c(c2)OCO3)o1
→ -1%	20*	u	u	36*	-7%	273%[activator]
Cc1cccc(-n2c(SCC(=O)N3CCN(c4ccccn4)CC3)nnc2N2CCOCC2)c1
→ 2%	x	x	u	x	-1%	-17%
Cc1ccc2cc(C#N)c(SCC(=O)Nc3ccc4sc(C)nc4c3)nc2c1
→ x	-2	9%	-7%	-4	x	u
O=C(NCc1cccnc1)C(=O)N/N=C/c1ccccc1[N+](=O)[O-]
→ -1%	-2	3%	23%	5	-2%	14%
CCN(CC1CCCO1)C(=O)C1CCN(C2CCN(Cc3ccccc3C)CC2)CC1 (centres undefined)
→ -12%	-1	-7%	u	13	-2%	u

Record cards, as listed above. Values in the order: AMA1 RON2 block	Cycloheximide cs	LmPK inhibitor	Pf growth 96h	Shiga toxin inh	TbPYK inhibitor	Pf growth 48h
`CN(C)c1ccc(C(C(=O)NCC2CCCO2)N(Cc2ccccc2)C(=O)c2snc(C(N)=O)c2N)cc1` (centres undefined) in the list: -19%	1	2%	0%	3	-11%	u
`COc1ccc(S(=O)(=O)N2CCCCC2)cc1NC(=O)c1ccc(OC)c(OC)c1` in the list: 5%	x	x	u	x	4%	u
`O=C(COC(=O)Cc1cccc(C(F)(F)F)c1)Nc1cccc2ccccc12` in the list: 15%	-3	-1%	0%	-9	3%	15%
`CCCCn1c(=O)[nH]c2c(oc3ccccc32)c1=O` in the list: 13%	4	-3%	6%	1	6%	x
`Cc1cc(C)cc(C(=O)N2CCN=C2c2ccccc2)c1` in the list: 0%	5	4%	u	4	-2%	2%

The listing picks up with the 2 entries that preceded the break.
Screens in order – AMA1 RON2 block	Cycloheximide cs	LmPK inhibitor	Pf growth 96h	Shiga toxin inh	TbPYK inhibitor	Pf growth 48h
O=C(NCc1cccnc1)C(=O)N/N=C/c1ccccc1[N+](=O)[O-]
→ -1%	-2	3%	23%	5	-2%	14%
CCN(CC1CCCO1)C(=O)C1CCN(C2CCN(Cc3ccccc3C)CC2)CC1 (centres undefined)
→ -12%	-1	-7%	u	13	-2%	u
CCOc1oc(-c2ccc(OC)cc2)nc1C(F)(F)F
→ 15%	3	-12%	12%	32	-3%	x
O=C(NNc1nc2ccccc2nc1C(F)(F)F)c1ccccc1
→ 38%[activator]	-5	1%	35%[activator]	5	-5%	1%
CN(C)c1ccnc(-n2cccc2/C=N/OCc2ccccc2)c1C#N
→ -9%	-2	4%	-25%	-4	2%	x
O=C(Nc1ccc2nc(-c3ccccc3)[nH]c2c1)c1ccco1
→ 12%	36*	-6%	-11%	47*	-3%	u
COc1cc(C(=O)NC(=S)N2CCCCCC2)cc(OC)c1OC
→ 83%[activator]	1	1%	28%	25	-7%	u
O=C1NC(=O)C2C1C(c1cccs1)NN2Cc1ccccc1 (centres undefined)
→ -8%	-4	-2%	u	-5	-3%	-15%
C=CCNC(=O)C1CCN(c2cnccn2)CC1
→ 2%	10	0%	36%	-5	-1%	52%
CCCCSc1nc2c(cnn2-c2ccc(F)cc2)c(=O)[nH]1
→ -7%	-4	7%	3%	-6	3%	19%
Cc1cc(Nc2ccccc2)n(-c2nc3ccccc3[nH]2)n1
→ -11%	1	1%	x	11	-5%	u
C/C=C\C=C/C(=O)Nc1cccc(C2=NOC3(C2)C[C@@H](C(N)=O)N(C(=O)/C=C/CC)C3)c1 (some centres undefined)
→ 2%	-1	3%	59%[activator]	2	4%	58%[activator]
COc1ccc(CNc2nc3ccccc3n2Cc2ccccc2)cc1OC
→ 10%	-5	5%	-7%	-10	0%	1%
Cc1ccc(C(=O)OC2CCOC2=O)cc1NC(=O)c1ccco1 (centres undefined)
→ 42%[activator]	-1	-2%	-3%	-17	-2%	4%
Cc1ccc(C(C)C)c(OCCCCN2CCNCC2)c1
→ u	0	-1%	0%	x	22%	u
C=CCn1c(SCC(=O)Nc2ncc(Cc3ccc(C)c(Cl)c3)s2)nnc1-c1ccncc1
→ -2%	-1	-1%	u	-9	6%	2%
CCN(CC)CCNC(=O)C1CCC(=O)N1CCc1ccccc1 (centres undefined)
→ -4%	-4	-4%	-22%	-7	5%	-6%
CCOC(=O)/C=C1\SCC(=O)N1CC(=O)Nc1ccc2c(c1)CCC2
→ 4%	-3	6%	-1%	-1	3%	24%
CCc1cccc(NC(=O)c2ccc(Cn3c(=O)[nH]c4ccsc4c3=O)cc2)c1
→ -1%	-3	-6%	32%	-9	-1%	46%[activator]
O=c1[nH]c(/C=C/c2ccccc2F)nc2ccccc12
→ -5%	34*	-14%	-30%	71*	6%	154%[activator]
COc1ccc(CC2(CCc3ccccn3)C(=O)NC(=O)N(c3ccccc3C)C2=O)cc1OC (centres undefined)
→ -6%	0	-2%	8%	-7	2%	-19%
CCOc1ccc(N(C(C)C(=O)N2CCCC2)S(C)(=O)=O)cc1 (centres undefined)
→ -12%	-3	-2%	-102%	2	-13%	6%
N=C1C(c2nc3ccccc3s2)=C(O)CN1NC(=O)c1ccco1
→ 18%	-2	3%	55%[activator]	-10	-5%	37%[activator]
CS(=O)(=O)NCc1nnc(SCc2ccc(C(F)(F)F)cc2)o1
→ 9%	-10	-1%	30%	-5	-5%	-15%
COc1cccc([C@@H]2CC=C(C(=O)O)[C@H](c3ccc(F)cc3)N2S(=O)(=O)c2ccc(C)cc2)c1
→ 0%	x	x	u	x	-7%	u
CCN1C(=O)C2(C(C#N)=C(N)Oc3c2c(C)nn3-c2ccccc2)c2ccccc21 (centres undefined)
→ -5%	2	4%	6%	-4	-6%	-25%
Cc1oc(-c2cccc(Cl)c2)nc1CN1CCC(C(=O)NC2CC2)CC1
→ 0%	-1	6%	45%[activator]	1	2%	16%
COc1ccc2oc(C(=O)OCC(=O)N(C)C3CCCCC3)c(C)c2c1
→ -2%	x	x	2%	x	-4%	9%
Cc1ccc(C)c(S(=O)(=O)N2CCN(CC(=O)Nc3sccc3C#N)CC2)c1
→ -6%	-1	2%	u	-17	-5%	-15%
CC1CCN(C(=O)c2ccccc2NC(=O)c2cccc(S(=O)(=O)N3CCOCC3)c2)CC1
→ -8%	-2	-7%	x	-23	-4%	u
COc1cc(CN2CCN(c3ccc(C)cc3)CC2)cc([N+](=O)[O-])c1O
→ -12%	-4	-5%	35%[activator]	-6	4%	30%[activator]
C[C@H]1C=C(C(=O)NCc2ccccc2)O[C@@H](OCc2ccc(CO)cc2)C1
→ 12%	6	5%	u	-8	-5%	-1%
C=CCSC1=N/C(=C\c2cccnc2)C(=O)N1c1ccc(OC)cc1
→ -13%	-2	5%	u	-11	0%	u
CSc1nc2c(c(=O)[nH]1)CCCC2
→ 92%[activator]	-6	2%	20%	-11	3%	x
O=C(Nc1cccnc1)c1ccc([N+](=O)[O-])s1
→ -4%	x	x	u	x	-13%	5.2µM*
N#Cc1c(C(F)(F)F)cc(=O)[nH]c1SCC(=O)O
→ -5%	-2	9%	3%	-5	-4%	13%
CCn1ccc(C(=O)NC2C(=O)N3C(C(=O)O)=C(C)CSC23)n1 (centres undefined)
→ 23%	-3	1%	42%[activator]	4	-26%	46%[activator]
CC(C(=O)O)N(C(=O)c1ccccc1)c1ccc(F)c(Cl)c1 (centres undefined)
→ 34%[activator]	-2	0%	40%[activator]	-9	3%	-1%
